# NCI-60 one-dose screen, 48 h, at 10 µM unless noted. Numbers give growth in % (100 = growth as untreated, 0 = no growth, -100 = all killed).
# SF-295: SF-295 CNS cancer cells. AID 1794758. 79,000 tested, 5.6% active
# SF-268: SF-268 CNS cancer cells. 82,000 tested, 3.1% active. AID 1794759
# SNB-19: SNB-19 CNS cancer cells | AID 1794751 | 81,000 tested, 2.5% active
# SF-539: SF-539 CNS cancer. 81,000 tested, 6.8% active
# OVCAR-8: OVCAR-8 ovarian cancer; 81,000 tested, 4.4% active; AID 1794782
# PC-3: PC-3 prostate cancer cells; 80,000 tested, 3.9% active; AID 1794754
# DU-145: DU-145 prostate cancer; AID 1794760; 81,000 tested, 4.2% active
# U251: U251 CNS tumor cells; AID 1794753; 80,000 tested, 5.4% active
# Starred values were filed as active, the others as inactive; . = not tested or not shown; & = joins results of further samples. Rule for the calls: active = growth percent below 10; inactive = the rest.
# The first seven compounds as a preview:
Compound	SF-295	SF-268	SNB-19	SF-539	OVCAR-8	PC-3	DU-145	U251
O=C1N[C@@H](Cc2c[nH]c3ccccc23)C(=O)N(Cc2ccco2)[C@H]1Cc1ccccc1	97	100	93	100	87	73	102	90
O=C(CSc1ccc(Cl)cc1)Nc1ccc(-c2nc3ccccc3s2)c(Cl)c1	22	.	63	93	51	31	.	53
CCOC(=O)c1cc2c(n1Cc1cc(OC)cc(OC)c1)-c1oncc1CC2	-4.5*	50	39	-7.4*	27	27	14	23
CN(C)c1ccc(C(=N)Cc2ccc3ccccc3n2)cc1	92	95	96	97	93	77	104	104
CN1CCN(Cc2ccc(NC(=O)c3cncc(C#Cc4cnc5ccc(OCC6(C)COC6)nn45)c3)cc2C(F)(F)F)CC1	-97*	-62*	-86*	-89*	-15*	-69*	-85*	-62*
C/C=C(\C)C(=O)O[C@@H]1C2C=C3C4CC(=O)O[C@@H](c5ccoc5)[C@]4(C)CC[C@@H]3[C@@](C)(C2=O)[C@@H]([C@@H](O)C(=O)OC)C1(C)C (stereo partly specified)	102	90	85	99	95	81	109	85
CC(=O)Nc1cc(C(C)=O)n(CCc2c[nH]c3ccc(O)cc23)c1	96	102	100	94	93	84	103	100

# Main list, from the first entry:
Compound	SF-295	SF-268	SNB-19	SF-539	OVCAR-8	PC-3	DU-145	U251
O=C1N[C@@H](Cc2c[nH]c3ccccc23)C(=O)N(Cc2ccco2)[C@H]1Cc1ccccc1	97	100	93	100	87	73	102	90
O=C(CSc1ccc(Cl)cc1)Nc1ccc(-c2nc3ccccc3s2)c(Cl)c1	22	.	63	93	51	31	.	53
CCOC(=O)c1cc2c(n1Cc1cc(OC)cc(OC)c1)-c1oncc1CC2	-4.5*	50	39	-7.4*	27	27	14	23
CN(C)c1ccc(C(=N)Cc2ccc3ccccc3n2)cc1	92	95	96	97	93	77	104	104
CN1CCN(Cc2ccc(NC(=O)c3cncc(C#Cc4cnc5ccc(OCC6(C)COC6)nn45)c3)cc2C(F)(F)F)CC1	-97*	-62*	-86*	-89*	-15*	-69*	-85*	-62*
C/C=C(\C)C(=O)O[C@@H]1C2C=C3C4CC(=O)O[C@@H](c5ccoc5)[C@]4(C)CC[C@@H]3[C@@](C)(C2=O)[C@@H]([C@@H](O)C(=O)OC)C1(C)C (stereo partly specified)	102	90	85	99	95	81	109	85
CC(=O)Nc1cc(C(C)=O)n(CCc2c[nH]c3ccc(O)cc23)c1	96	102	100	94	93	84	103	100
Cn1c(=O)c2nc(CC(=O)c3ccccc3)c(=O)[nH]c2n(C)c1=S	105	94	101	94	102	91	103	104
CCN(CC)CCNC(=O)c1c(C)[nH]c(/C=C2\C(=O)Nc3cc(NC(=O)NC(=O)c4ccc(OC)cc4F)ccc32)c1C	117	102	92	95	34	87	97	93
COc1cc2cc(Oc3ccc(NC(=O)Nc4ccc(Cl)c(Cl)c4)cc3)c(C)nc2cc1OC	0.7*	44	29	39	15	4.1*	25	-32*
CCOC(=O)C1CCCC12Nc1cccc3cccc(c13)N2 (stereo unspecified)	103	99	97	105	97	88	113	107
O=C1OC2Cc3cc(Cl)ccc3NC1C2 (stereo unspecified)	106	100	99	95	99	91	115	98
Nc1cccc(OCc2cccc([N+](=O)[O-])c2)c1	92	95	91	100	100	84	101	97
CC1CCC(NC(=O)NS(=O)(=O)c2ccc(C(C)C)cc2)CC1 (stereo unspecified)	99	106	102	101	98	89	111	97
CCC1(C2CCCC2)NC(=O)NC1=O (stereo unspecified)	111	96	98	86	109	101	101	106
COc1ccc(C2OC2c2nc(C#N)c(N(C)C)o2)cc1 (stereo unspecified)	97	94	92	92	94	97	104	92
COc1nc(N)c(NS(=O)(=O)c2ccc(C(C)=O)cc2)c(=O)[nH]1	100	90	108	110	113	96	102	105
COc1cnccc1-c1nc2ccc3[nH]ncc3c2c2c1CCCC2	60	61	85	36	69	68	63	84
CC(C)C1=NOC(=O)C1=Cc1cn(-c2ccccc2)nc1-c1ccc(Cl)cc1	97	99	86	76	79	79	94	71
CCCCn1c(Cc2ccc(OC)cc2)nc2cc(OC)c(OC)cc2c1=O	.	86	85	103	78	92	103	88
COC(=O)C1=C/C=C\CN(C(c2ccccc2)c2ccccc2)/C=C\1C(=O)OC	85	99	95	91	98	75	115	98
C1CCC(NCCNC2CCCCC2)CC1	90	101	99	96	98	96	108	100
COc1cccc(C=O)c1OS(=O)(=O)c1ccccc1	99	94	109	97	95	93	103	89
Nc1ccc(O)c(N)c1	91	103	92	93	98	102	118	96
CCCc1cc(=O)[nH]c(=S)[nH]1	96	109	109	.	100	99	109	99
COc1ccc(N2N=C(c3ccc4c(c3)OCO4)CC2c2cccc(NC(=O)CCNS(=O)(=O)c3ccc(Cl)cc3)c2)cc1 (stereo unspecified)	11	33	.	38	49	17	40	30
COc1cccc(/C=N/N2CCCCCC2)c1OC	77	103	95	103	98	.	109	100
O=C(O)/C(=C/c1ccc(O)cc1)c1ccccc1	105	96	100	122	96	90	98	94
CCOc1ccc2cc(-c3nn(CC4CCNCC4)c4ncnc(N)c34)ccc2c1	74&108	41&81	66&102	40&77	58&92	31&78	57&108	40&83
Cc1nc(Br)c(Br)c(C)c1Br	93	108	.	93	97	97	112	100
CCCCCCCSc1ncnc2[nH]ncc12	.	82	81	88	87	79	90	38
COc1ccc2nc(NC(=O)c3cc(-c4ccc(Cl)cc4)n4nc(-c5ccccc5)cc4n3)sc2c1	121	101	99	107	98	88	106	99
COc1ccc(Cl)cc1-c1nc(C)c(C(C)=O)c(-c2cccc(Oc3ccccc3)c2)n1	93	95	94	91	87	62	97	86
O=C(O)/C(=C\c1ccc(Cl)cc1)c1ccc(Cl)cc1	118	96	103	95	96	90	107	92
C/C(=C(/c1ccccc1)c1ccc(N2C(=O)c3cccc4c(N5CCCCC5)ccc(c34)C2=O)cc1)c1ccccc1	94	86	83	73	74	66	77	104
C=C[C@]1(C)CC2=C(C[C@@H]1O)[C@@]1(C)C(CC2=O)C(C)(C)CC[C@H]1O (stereo partly specified)	104	100	103	106	99	89	107	98
Clc1ccc(-c2n[nH]c3c2Cc2ccccc2-3)cc1Cl	99	109	94	96	110	92	130	98
COc1ccc(C(=O)Nc2cccc(Cl)c2)cc1	103	108	108	101	102	90	108	97
Nc1cc(Br)cc2c1[nH]c(=O)c1ccccc12	108	106	102	112	86	90	106	91
CCC(C)CC(C)C(=O)c1c(O)ccn(O)c1=O (stereo unspecified)	.	26	19	5.8*	18	25	43	11
O=c1c2c3c(sc2nc(SCc2ccccc2)n1-c1ccc([N+](=O)[O-])cc1)CCCCC3	94	89	82	99	85	84	96	82
CCCCC/C(=C\c1ccccc1)C1OC(C)CC(C)(C)O1 (stereo unspecified)	97	100	106	96	113	100	104	109
O=C(CSCc1ccc([N+](=O)[O-])cc1)c1ccc(Br)cc1	.	97	92	110	94	92	111	96
OC(O)(c1cncc(-c2ccc3ncnc(NCc4ccccc4)c3c2)c1)C(F)(F)F	76	57	70	76	71	66	69	78
CC(C)C[C@H](N)C(=O)N[S@](=O)c1cccc(Cl)c1	100	105	99	101	106	101	112	96
O=C(OCCCN1CCCCC1)c1noc2cc([N+](=O)[O-])ccc12	104	102	103	104	104	105	102	95
CC(=O)NNCc1ccccc1	.	105	105	93	100	104	107	97
COc1ccc(/C(C)=N/N=C2C(=O)N(C)c3ccc(Br)cc32)cc1S(N)(=O)=O	47	33	35	43	27	74	86	52
O=S1(=O)N=C2Sc3ccccc3N2c2ccncc21	52	124	110	88	99	.	110	110
COc1ccc([C@@H]2Nc3cc(-c4cc(OC)c(OC)c(OC)c4)ccc3O[C@H]2CO)cc1OC	103	89	104	94	117	82	95	106
N#CC1=C(c2c[nH]c3ccccc23)Nc2nc(N)nc(N)c2C1c1ccc(Cl)cc1 (stereo unspecified)	68	75	65	79	62	62	83	58
CC(C)NC(=O)c1ccccc1	112	104	112	108	104	98	109	99
C/C(O)=C(/C=N/C(=S)Nc1ccc(S(N)(=O)=O)cc1)C(=O)Nc1ccccc1C	107	97	105	111	100	95	.	98
COc1ccc(-c2c3c(nn2Cc2ccccc2)CCc2cnoc2-3)cc1	85	112	95	104	88	91	111	85
O=C1NC(=NC23CC4CC(CC(C4)C2)C3)N/C1=C\c1ccc2ncccc2n1	-27*	-30*	-7.6*	-78*	2.3*	-0.6*	2.1*	5.2*
CC/C=C\C/C=C\C[C@H](O)C/C=C1/C(=O)C=C[C@@H]1C/C=C\CCCC(=O)OC	-8.9*	8.5*	20	1.2*	7.4*	-37*	6.8*	-73*
Cc1c(Cl)cccc1NC=O	105	100	106	115	106	101	105	105
Cc1nc2sc3c(c2c(C)c1Br)NC(c1ccc(F)cc1)NC3=O (stereo unspecified)	114	97	113	100	86	84	103	94
Nc1nc(-c2cc(-c3cccs3)nc(N)n2)cc(-c2cccs2)n1	97	105	.	90	100	101	111	98
O=C(NCc1ccccc1)C(c1ccc(O)cc1)N(C(=O)CCc1ccc(O)cc1)C1CC1 (stereo unspecified)	101	105	103	98	95	89	114	91

# Next part:
Compound	SF-295	SF-268	SNB-19	SF-539	OVCAR-8	PC-3	DU-145	U251
N#Cc1c(/N=C\NNC(=O)c2cccnc2)oc(-c2ccccc2)c1-c1ccccc1	97	101	100	96	104	96	104	105
Nc1nc(=O)n([C@@H]2O[C@H](CO)[C@@H](O)C2(F)F)cc1F	75	80	49	81	28	65	53	76
c1ccc2cc(N3CCCCC3)ccc2c1	102	113	102	101	103	78	118	89
CC(Oc1ccccc1-c1ccccc1)C(=O)O (stereo unspecified)	117	105	95	107	101	96	126	99
COc1ccc(NCc2cccn2Cc2ccc(F)cc2)cc1	103	87	102	108	101	89	105	104
O=C1[C@H]2Cc3c([nH]c4ccccc34)[C@@H](c3c(Cl)cccc3Cl)N2C(=O)CN1C1CCN(Cc2c(F)cccc2F)CC1	61	56	69	80	79	49	76	65
O=[N+]([O-])c1ccc(OCCCCOc2ccccc2)c(Cl)c1	103	123	107	.	97	93	116	104
CCCCNC(=O)Oc1ccc(/C(=C(/C)Cc2ccc(OC)cc2)c2ccc(OCCN(CC)CC)cc2)cc1	87	86	88	78	87	62	92	59
O=C(Nc1ccc(NC(=O)c2cc(Cl)nc3ccccc23)cc1)Nc1ccc(Cl)c(C(F)(F)F)c1	103	97	99	98	99	100	119	96
Cc1ccc(C(=O)Sc2nc(-c3ccc(Cl)cc3)c(C#N)c(=O)[nH]2)cc1	99	97	96	101	102	96	106	105
C=CCc1c2occc2c(O)c2c(=O)cc(-c3ccc(Cl)cc3)oc12	66	81	86	89	78	78	93	72
Cc1cc(C)cc(NC(=O)Cn2c(-c3nonc3N)nc3ccccc32)c1	103	106	105	106	99	100	112	101
CC(=O)N(C)c1ccc(Nc2ccc(Nc3ccc(N(C)C(C)=O)cc3)c3c2C(=O)c2ccccc2C3=O)cc1	81	76	88	76	71	38	91	77
Cc1nc2c(cnn2-c2ccccc2)c(=O)n1-c1ccc(N)cc1	73	83	88	81	87	82	83	88
CN(C)CCCN(Cc1ccccc1O)C(=O)Nc1cccc2ccccc12	.	102	99	101	95	98	119	99
CN(c1ccccc1Cl)S(C)(=O)=O	.	107	103	98	111	98	118	106
CCN(CC)CCC(=O)NCc1cn(-c2ccc3cc4ccc(-n5cc(CNC(=O)CCN(CC)CC)nn5)cc4nc3c2)nn1	106	111	102	101	106	103	112	97
O=C(CSc1nc(-c2ccc(Cl)cc2)cn1-c1ccc(Cl)cc1)c1ccc(Br)cc1	52	78	78	85	48	50	91	37
O=C(/C=C(O)/C=C/c1ccc(SC(F)(F)F)cc1)/C=C/c1ccc(SC(F)(F)F)cc1	98	86	90	106	96	81	97	67
O=S(=O)(O)CC(O)CN(CCO)CCO (stereo unspecified)	112	105	102	100	95	95	128	109
Cc1cc(C)n(C(=O)CSc2nnc3n(Cc4ccccc4)c(=O)c4c(C)c(C(N)=O)sc4n23)n1	102	103	93	.	.	93	113	97
CCSC(=Nc1ccc(C)cc1)NC(=O)c1cccs1	95	93	100	95	104	108	104	104
COc1ccc(/C=c2/c(=O)[nH]c3nc4sc(C)c(C)c4c(=O)n23)cc1	.	88	88	93	78	91	93	.
O=C(NCCNc1nccc(-c2c(-c3cccc(O)c3)nc3sccn23)n1)c1ccccc1O	46	62	90	62	41	51	67	62
c1ccc(-c2nc(-c3nc4ccccc4s3)[nH]c2-c2ccccc2)cc1	32	66	58	54	61	60	63	44
Cc1ccc(C(SCC(N)C(=O)O)(c2ccc(C)cc2)c2ccc(C)cc2)cc1 (stereo unspecified)	-14*	18	30	-30*	7.2*	11	-39*	25
O=C(Nc1ccc(NS(=O)(=O)c2ccc(F)cc2)cc1)C12CC3CC(CC(C3)C1)C2	91	97	94	106	95	79	103	91
O=c1[nH]c2ccccc2cc1CSc1ccccc1Nc1nccc(-c2ccc3ccccc3c2)n1	85	81	94	76	87	70	85	75
CN(C)c1ccc(C(=O)C(O)c2ccccc2Cl)cc1 (stereo unspecified)	98	92	85	96	95	80	101	94
Cc1cc2c(c(C)c1Cl)C(=O)/C(=C/c1cccc(O)c1)O2	103	87	93	97	97	77	93	85
N#CC1=C(N)Oc2c(sc3c(Br)cccc23)C1c1ccccn1 (stereo unspecified)	18	42	48	6.3*	54	41	51	36
O=S(=O)(Nc1nc(-c2nc(-c3ccccc3)no2)cs1)c1cc(Cl)cc(Cl)c1	106	95	99	97	95	87	98	101

# High-throughput results from PubChem BioAssay.
